TAG inh: reduces triacylglycerol accumulation in H9c2 cells; 0.66% of 230,000 active; inhibition, % at 12.5 µM; Nile Red lipid (TAG) fluorescence; cells loaded with 200 µM oleic acid; AID 651582;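 active = pattern-corrected inhibition of lipid staining of at least 50% with the nuclear-stain viability signal not falling by more than 50%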;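 also: 0% = DMSO wells and 100% = triacsin C control wells; some results filed as inactive read as strong as hits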
TAG inh DAPI viability: further read-out of TAG inh, marked with its call; DAPI nuclei signal change (viability), lower = more cytotoxic, %;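 whole-well DAPI fluorescence read on a plate reader as a viability signal; minus 50 percent equals half of cells still viable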
An asterisk follows results filed as active.

C=C[C@@H]1c2cc(C)ccc2N(S(=O)(=O)c2ccc(C)cc2)[C@H](c2ccccc2C(F)(F)F)C1(C#N)C#N was read as TAG inh 23 and TAG inh DAPI viability 5.
Screening C[C@@H]1CN([C@@H](C)CO)C(=O)c2cc(NC(=O)Nc3ccccc3)ccc2O[C@H]1CN(C)C(=O)Nc1cccc2ccccc12 returned TAG inh -12 and TAG inh DAPI viability 3.
For Cc1ccc2c(CC(=O)Nc3nc(C)cs3)coc2c1 the results were TAG inh 6 and TAG inh DAPI viability 0.
Screening COc1cccc(C(=O)Oc2cc(C)[nH]c(=O)c2[N+](=O)[O-])c1OC returned TAG inh 11 and TAG inh DAPI viability 0.
Screening N#Cc1ccc(OCC(=O)NNC(=S)NC(=O)C2CC2)cc1 returned TAG inh 0 and TAG inh DAPI viability 1.
For CN(Cc1nc(-c2cccnc2)no1)S(=O)(=O)c1ccccc1 the results were TAG inh -2 and TAG inh DAPI viability 3.
Cc1cc(C(=O)NCC2COc3ccccc3O2)c2ccccc2n1 (stereo unspecified) was read as TAG inh -2 and TAG inh DAPI viability -6.
`O=C(NCc1ccc(Cl)nc1)c1ccc2sc([C@@H]3O[C@H](CO)[C@H](O)[C@H](O)[C@H]3O)nc2c1` gave TAG inh 4 and TAG inh DAPI viability 0.
Screening O=C(NCCc1cn2ccsc2n1)c1cccs1 returned TAG inh -3 and TAG inh DAPI viability 3.
Brc1ccc(C[n+]2ccccc2)cc1 was read as TAG inh -13 and TAG inh DAPI viability 2.
For COc1ccc(CCNC(=S)Nc2cc(C)cc(C)c2)cc1 the results were TAG inh -15 and TAG inh DAPI viability 10.
O=C(N/N=C/c1cccc(F)c1)c1csc2c1CCCC2 was read as TAG inh -15 and TAG inh DAPI viability -5.
`Cc1ccccc1C(=O)N1CCN(c2ccc(NC(=O)CSc3ccc(Cl)cc3)cc2)CC1` gave TAG inh 19 and TAG inh DAPI viability 4.
For CCOC(=O)C1=C(C)NC2=C(C(=O)CCC2)C1c1cn(Cc2ccc(Cl)cc2Cl)nc1-c1ccccc1 (stereo unspecified) the results were TAG inh 7 and TAG inh DAPI viability -3.
For Nc1ncnc2c1nc(Br)n2[C@@H]1O[C@@H]2COP(=O)(O)O[C@H]2[C@H]1O the results were TAG inh -2 and TAG inh DAPI viability 6.
Screening COc1ccc(Cc2n[nH]c(=S)n2C)cc1Br returned TAG inh 1 and TAG inh DAPI viability -17.
Screening CCOc1ccc2oc(-c3ccccc3)c(C(=O)N3CCN(CCO)CC3)c2c1 returned TAG inh 21 and TAG inh DAPI viability 34.
COc1ccc(-n2nc3c(c2NC(=O)C2CC2)CS(=O)C3)cc1 (stereo unspecified) was read as TAG inh -8 and TAG inh DAPI viability -3.
C=CCOc1ccc(/C=C/C(=O)OCC(=O)NC2CCCCCCC2)cc1 was read as TAG inh 19 and TAG inh DAPI viability 1.
For C[C@H](NC(=O)OCc1ccccc1)C(=O)NNC(=O)[C@H](C)NC(=O)OCc1ccccc1 the results were TAG inh -7 and TAG inh DAPI viability 9.
Screening Cc1ccc(Cn2c(=O)c3c(nc4n3CCCN4Cc3ccccc3)n(C)c2=O)cc1 returned TAG inh -159 and TAG inh DAPI viability -11.
For COc1ccc(C(=O)NCC(=O)N/N=C(C)\C=C\c2ccccc2)cc1OC the results were TAG inh 8 and TAG inh DAPI viability -5.
`O=C1NC(=O)C(c2cn(-c3ccccc3)nc2-c2ccc(F)cc2)N1` (stereo unspecified) gave TAG inh 22 and TAG inh DAPI viability -15.
Screening Cc1ccc(S(=O)(=O)N2CCOC2CNC(=O)C(=O)NCCN2CCOCC2)cc1 (stereo unspecified) returned TAG inh 10 and TAG inh DAPI viability -11.
Screening COC(=O)C(CC(C)C)NC(=O)/C=C/c1ccc(Cl)cc1 (stereo unspecified) returned TAG inh 10 and TAG inh DAPI viability -5.
Screening COc1cc2[nH]c(=O)n(CCC(=O)NC3CCN(Cc4ccccc4)CC3)c(=O)c2cc1OC returned TAG inh 25 and TAG inh DAPI viability -3.
O=S(=O)(c1cc(Cl)ccc1Cl)N1CCN(Cc2ccc3c(c2)OCO3)CC1 was read as TAG inh 6 and TAG inh DAPI viability 0.
For FC(F)(F)c1ccc(N=Cc2sc(N3CCOCC3)nc2-c2ccccc2)cc1 the results were TAG inh 11 and TAG inh DAPI viability 5.
For CCC(C)(C)n1nnnc1C(c1ccccn1)N1CCN(c2cccc(OC)c2)CC1 (stereo unspecified) the results were TAG inh -21 and TAG inh DAPI viability -1.
Screening CCN1CCN(C(=O)Cn2cnc3sc(C)c(S(=O)(=O)N4CCN(c5ncccn5)CC4)c3c2=O)CC1 returned TAG inh 16 and TAG inh DAPI viability 3.
For COc1ccccc1CN(C)c1ccc(S(=O)(=O)N2CCN(C)CC2)cn1 the results were TAG inh -6 and TAG inh DAPI viability 8.
Screening O=C(O)[C@@H]1CCCN1c1ncnc2sc3c(c12)CCC3 returned TAG inh -3 and TAG inh DAPI viability 7.
CCCn1c(=O)c(Cc2ccccc2)c(O)c2ccccc21 was read as TAG inh 8 and TAG inh DAPI viability -3.
O=C(O)CSc1nnnn1-c1ccc2c(c1)OCCO2 was read as TAG inh -18 and TAG inh DAPI viability 13.
Screening Cc1cc(C)c(C)c(S(=O)(=O)N2CCNCC2)c1C returned TAG inh -20 and TAG inh DAPI viability 1.
For COc1cccc(Oc2cn[nH]c2-c2ccc(OC)cc2O)c1 the results were TAG inh -7 and TAG inh DAPI viability -8.
O=C1C2C3CCCC3=C3CCCC3C2C(=O)N1c1ccc(Cl)cc1 (stereo unspecified) was read as TAG inh -35 and TAG inh DAPI viability 6.
Screening CSCCC(NC(=O)c1ccccc1)C(=O)NNC(=O)c1csc(N2CCOCC2)n1 (stereo unspecified) returned TAG inh -5 and TAG inh DAPI viability 17.
Screening Cc1ccc(N2CCN(S(=O)(=O)N3CCOCC3)CC2)cc1C returned TAG inh 12 and TAG inh DAPI viability -16.
Screening Nc1nc(SCCOc2ccccc2)n[nH]1 returned TAG inh 6 and TAG inh DAPI viability 3.
O=C(COC(=O)C12CC3CC(CC(Cl)(C3)C1)C2)Nc1ccccc1 was read as TAG inh -11 and TAG inh DAPI viability -1.
`S=C(NCCc1ccccn1)Nc1ccc(Cl)cc1Cl` gave TAG inh 3 and TAG inh DAPI viability 2.
`CC1CCN(C(=O)c2nc[nH]c2C(=O)N2CCc3ccccc3C2)CC1` gave TAG inh 5 and TAG inh DAPI viability -1.
CCN(CC)C(=O)CCc1nnc(Cc2cccc(C(F)(F)F)c2)o1 was read as TAG inh -17 and TAG inh DAPI viability 9.
`CN1/C(=C\C(=O)c2cncc(Br)c2)C(C)(C)c2ccccc21` gave TAG inh -29 and TAG inh DAPI viability 1.
Screening O=C(COC(=O)c1ccccn1)Nc1c(Cl)cccc1Cl returned TAG inh -2 and TAG inh DAPI viability -1.
`COc1ccccc1CC1S/C(=N/N=C/c2ccco2)NC1=O` (stereo unspecified) gave TAG inh 5 and TAG inh DAPI viability 15.
Screening CCOC(=O)c1c(C)[nH]c(C)c1C(=O)Cn1nnc(-c2ccccc2C)n1 returned TAG inh 13 and TAG inh DAPI viability -4.
`CCCC(=O)C1=C(c2ccccc2)C(C#N)(C#N)C(C#N)=C1N` gave TAG inh 5 and TAG inh DAPI viability -10.
`Cc1ccc2nc(-c3ccccc3)cc(C(=O)NCCCn3ccnc3)c2c1` gave TAG inh 25 and TAG inh DAPI viability 10.
Cn1c(=O)n(C)c2cc(NS(=O)(=O)c3ccccc3)ccc21 was read as TAG inh 18 and TAG inh DAPI viability 1.
For Cc1cc(=O)oc2cc(OCC3CC(c4ccc(N(C)C)cc4)=NO3)ccc12 (stereo unspecified) the results were TAG inh -6 and TAG inh DAPI viability -13.
Screening O=C(CSc1nnc(CNC(=O)c2c(F)cccc2F)o1)Nc1ccc2c(c1)OCCO2 returned TAG inh -5 and TAG inh DAPI viability 2.
COc1ccc(S(=O)(=O)NC2CCCCCC2)cc1C(N)=O was read as TAG inh -4 and TAG inh DAPI viability 12.
Screening COCC(C)n1c(C)cc(C(=O)Cn2c(=O)oc3ccccc32)c1C (stereo unspecified) returned TAG inh 9 and TAG inh DAPI viability -3.
CCOc1ccc(NC(=S)N2CCC(c3nc4ccccc4[nH]3)CC2)cc1 was read as TAG inh -9 and TAG inh DAPI viability 7.
Screening CN(C)c1ccc2c(c1[N+](=O)[O-])Cc1ccccc1-2 returned TAG inh 1 and TAG inh DAPI viability -4.
COc1cccc(C2NC(=O)NC(C)=C2C(=O)OCC2CCCO2)c1 (stereo unspecified) was read as TAG inh 1 and TAG inh DAPI viability -1.
For CCS(=O)(=O)N1CCCC(C(=O)NC2CCCCC2)C1 (stereo unspecified) the results were TAG inh 5 and TAG inh DAPI viability 3.
CCO[C@@H]1OC(C(=O)NCc2nc3ccccc3[nH]2)=C[C@H](C2CC2)[C@H]1CCCO was read as TAG inh -1 and TAG inh DAPI viability -7.
`Cc1cccc(C)c1OCc1cc(C(=O)N2CCN3CCCC3C2)no1` (stereo unspecified) gave TAG inh 21 and TAG inh DAPI viability -6.
Cc1nc2ccc(NC(=O)c3sccc3C)cc2s1 was read as TAG inh -8 and TAG inh DAPI viability -9.
Screening COCCN(C(=O)CCc1nnc(Cc2c[nH]c3ccccc23)o1)C(C)C returned TAG inh -4 and TAG inh DAPI viability 7.
`Cn1cccc1C(=O)OCC(=O)Nc1ccc2c(c1)OCO2` gave TAG inh -7 and TAG inh DAPI viability 6.
For COc1cc(OC)c2c(c1)C(=O)OC2OC (stereo unspecified) the results were TAG inh -6 and TAG inh DAPI viability 5.
For O=C(Nc1ccc2nc([C@H]3C[C@H](O)[C@@H](CO)O3)[nH]c2c1)NC(c1ccccc1)c1ccccc1 the results were TAG inh 6 and TAG inh DAPI viability 5.
Cc1ccc(S(=O)(=O)NCCC(=O)NC(C)CCc2ccccc2)cc1 (stereo unspecified) was read as TAG inh -3 and TAG inh DAPI viability -5.
`O=C(NNC(=O)C1CC1)c1cc(Br)c(Br)s1` gave TAG inh 4 and TAG inh DAPI viability 0.
For CC(C)CN(C(=O)c1ccco1)C1CCS(=O)(=O)C1 (stereo unspecified) the results were TAG inh 3 and TAG inh DAPI viability -5.
Cc1nc2cccc(C)n2c(=O)c1Cl was read as TAG inh 3 and TAG inh DAPI viability 3.
CC1(C(=O)NS(=O)(=O)c2cccc(F)c2)CCN1C(=O)Cc1ccc(-c2ccccc2)cc1 (stereo unspecified) was read as TAG inh 12 and TAG inh DAPI viability 3.
Cc1nnc(SCc2ccccc2C#N)n1-c1ccccc1 was read as TAG inh -2 and TAG inh DAPI viability -5.
`CCN1C[C@@H]2[C@@H]3C(=O)N(Cc4ccccc4)C(=O)[C@@H]3[C@](C)(C1=O)N2C(=O)c1ccc(Cl)c(Cl)c1` gave TAG inh -1 and TAG inh DAPI viability 0.
For CC(OC(=O)CNC(=O)c1ccc2c(c1)OCO2)C(=O)NCCC1=CCCCC1 (stereo unspecified) the results were TAG inh 9 and TAG inh DAPI viability -6.
For COc1cc(OC)cc(-c2cc3nc(C)c(CCC(=O)O)c(C)n3n2)c1 the results were TAG inh 6 and TAG inh DAPI viability -6.
`Cc1ccc(/C=C/S(=O)(=O)NCC(=O)OCC(=O)Nc2ccc(C(N)=O)cc2)cc1` gave TAG inh 0 and TAG inh DAPI viability 2.
Screening CC(=O)Nc1ccc(S(=O)(=O)N(C)CC(=O)NC2=NCCS2)cc1 returned TAG inh 13 and TAG inh DAPI viability -10.
For O=C(Cn1cc(-c2ccccn2)nn1)NS(=O)(=O)c1cccc(OC(F)F)c1 the results were TAG inh 5 and TAG inh DAPI viability -1.
C/C=C/C(=O)Nc1ccc(N2CCN(c3ccc(C(F)(F)F)cn3)CC2)nc1 was read as TAG inh 5 and TAG inh DAPI viability -3.
`Cc1cccc2nc(CNC(=O)C3CCC(=O)N(Cc4ccccc4F)C3)cn12` (stereo unspecified) gave TAG inh 5 and TAG inh DAPI viability 1.
Screening CCOc1ccc(NC(=O)CN(C)C(=O)CSCc2c(C)noc2C)cc1OCC returned TAG inh -10 and TAG inh DAPI viability 7.
`COc1ccc(-c2noc(CCC(=O)Nc3cc(OC)ccc3OC)n2)cc1` gave TAG inh 5 and TAG inh DAPI viability -3.
Screening CCOC(=O)C1=C(c2ccccc2)OC(N)=C(C#N)C1c1ccncc1 (stereo unspecified) returned TAG inh 2 and TAG inh DAPI viability -6.
For CC1CCN(C(=O)COC(=O)c2cc([N+](=O)[O-])ccc2N2CCOCC2)CC1 the results were TAG inh -5 and TAG inh DAPI viability 1.

Some of the compounds tested; count on the stated rates, not on these rows.
